Source: PubChem (Johns Hopkins Ion Channel Center)
CHT block: inhibits the human high affinity choline transporter | Q9GZV3 | B-score at 10 µM | 310,000 tested, 0.86% active | CHT-expressing cells, membrane potential dye, choline response; stronger effect = lower value | AID 488975;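 active = B-score over 3 SD under the library average, and starting fluorescence ratio not unusually high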;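 note: choline stimulus applied at its EC90 after an EC20 pre-addition; B-score computed on integrated fluorescence ratio after choline addition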
Target sequence (Q9GZV3 whole entry, looked up): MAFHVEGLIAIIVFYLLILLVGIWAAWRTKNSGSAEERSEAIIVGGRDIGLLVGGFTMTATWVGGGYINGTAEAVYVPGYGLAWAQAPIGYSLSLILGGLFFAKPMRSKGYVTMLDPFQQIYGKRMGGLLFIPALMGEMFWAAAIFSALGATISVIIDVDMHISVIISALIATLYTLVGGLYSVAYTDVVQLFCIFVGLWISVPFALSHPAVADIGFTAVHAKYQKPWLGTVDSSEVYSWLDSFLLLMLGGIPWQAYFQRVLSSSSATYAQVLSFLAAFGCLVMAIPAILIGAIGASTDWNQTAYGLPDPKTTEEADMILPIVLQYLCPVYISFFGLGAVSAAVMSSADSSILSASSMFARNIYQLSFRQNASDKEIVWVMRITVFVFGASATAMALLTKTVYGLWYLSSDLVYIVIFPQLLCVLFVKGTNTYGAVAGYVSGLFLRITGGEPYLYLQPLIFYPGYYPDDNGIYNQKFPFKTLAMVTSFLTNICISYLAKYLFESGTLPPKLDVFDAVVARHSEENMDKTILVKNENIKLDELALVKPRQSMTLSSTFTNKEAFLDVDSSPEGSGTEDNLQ
Kir21 block: inhibitors of mouse Kir2.1 inward-rectifier potassium channel. P35561. HEK293-Kir2.1, FluxOR thallium flux fluorescence; stronger effect = lower value. AID 1672. 310,000 tested, 0.85% active. B-score at 10 µM;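 active = fluorescence ratio B-score at or below minus 3 SD of library scores, with starting-brightness B-score within 2 SD, cut at about -4.2 in these data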;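 note: channel flux triggered by added potassium and thallium sulfate stimulus; B-score of peak minus minimum fluorescence over baseline after thallium stimulus; more negative B-score means stronger Kir2.1 block with less thallium influx; some compounds called inactive have numbers as strong as hits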
Target sequence (P35561 whole entry, looked up): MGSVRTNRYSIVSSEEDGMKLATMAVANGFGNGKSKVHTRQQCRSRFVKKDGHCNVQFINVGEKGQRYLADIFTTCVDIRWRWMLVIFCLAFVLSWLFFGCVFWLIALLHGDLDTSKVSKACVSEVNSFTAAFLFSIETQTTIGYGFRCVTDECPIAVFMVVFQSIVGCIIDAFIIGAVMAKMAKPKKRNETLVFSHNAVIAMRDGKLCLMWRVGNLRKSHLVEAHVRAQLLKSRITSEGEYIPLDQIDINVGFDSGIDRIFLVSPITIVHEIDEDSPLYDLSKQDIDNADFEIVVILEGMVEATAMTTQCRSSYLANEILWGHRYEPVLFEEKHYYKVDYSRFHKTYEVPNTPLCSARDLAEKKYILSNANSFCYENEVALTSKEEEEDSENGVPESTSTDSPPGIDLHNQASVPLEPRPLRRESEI
* hit, by the source's call; i = inactive; · = no result given. Random draw from the library; 1.6% or so of the library scored in one or more.

The first 2 entries (preview)
Fields – CHT block	Kir21 block
- COc1ccc(OC)c2c1cc(C(=O)N[C@H](C(=O)N1CCC[C@H]1C(=O)O)C(C)C)n2C
  i	2.1
- CC(/C=N/NC(=O)Cn1cnc2ccccc21)=C\c1ccccc1
  i	0.96

This part in full, from the first entry:
Fields – CHT block	Kir21 block
- COc1ccc(OC)c2c1cc(C(=O)N[C@H](C(=O)N1CCC[C@H]1C(=O)O)C(C)C)n2C
  i	2.1
- CC(/C=N/NC(=O)Cn1cnc2ccccc21)=C\c1ccccc1
  i	0.96
- O=C(CN1N=C(C(F)(F)F)CC1(O)c1ccc([N+](=O)[O-])cc1)c1ccccc1 (stereo unspecified)
  i	-0.05
- Cc1ccccc1-n1ccnc1SCC(=O)O
  i	3.7
- Cc1cc(C(=O)N2CCN(C(c3ccccc3)c3ccccc3)CC2)no1
  i	-1.5
- Cc1ccc(CNC(=O)CN(c2ccc(C)cc2)S(=O)(=O)c2c(C)nn(C)c2C)cc1
  i	-0.04
- COC(=O)c1cc(NC(=O)C2(S(=O)(=O)c3ccc(C)cc3)CC2)cc(C(=O)OC)c1
  i	0.9
- COc1ccc(C(=O)C2CCCN(Cc3ccc4nonc4c3)C2)cc1F (stereo unspecified)
  i	-2.2
- O=C(CCc1ccccc1)NCCC1=CCCCC1
  i	0.02
- COc1cccc(C2C3=C(CCCC3=O)Nc3nc(-c4cc(OC)c(OC)c(OC)c4)nn32)c1 (stereo unspecified)
  i	0.65
- Cc1ccc2occ(/C=C/C(=O)O)c(=O)c2c1
  i	-3.5
- Cc1ccc(NCCC(=O)c2cccs2)cc1C
  i	1.7
- CCCC1CC(C)(C(=O)Cn2[nH]c(=O)ccc2=O)OC1=O (stereo unspecified)
  i	-0.09
- Cc1ccc(SCC(=O)N2c3ccccc3Sc3ccccc32)cc1
  i	0.08
- O=C(CC(C(=O)O)c1cccc(Cl)c1)c1ccccc1 (stereo unspecified)
  i	-0.04
- CS(=O)(=O)c1ncc(Cl)c(C(=O)Nc2ccc3ccccc3c2)n1
  ·	0
- CCOC(=O)c1cccc(N2C(=O)Nc3ccccc3N2O)c1
  i	1.6
- CCC(=O)NC(=S)Nc1ccc(NC(=O)c2ccccc2[N+](=O)[O-])cc1
  i	0
- CCOC(=O)N1CCN(C(=O)C2CCCN(c3ncnc4c3nc3n4CCCCC3)C2)CC1 (stereo unspecified)
  -9.3*	1.1
- COc1cc(S(=O)(=O)Nc2ccccc2)ccc1NC=O
  i	-0.03
- Cc1ccc(-c2csc(NC(=O)CCNC(=O)c3ccco3)n2)cc1
  i	-2.4
- COc1ccc2[nH]c3c(=O)n(Cc4ccc(C(=O)N5CCC(C(N)=O)CC5)cc4)c(=S)[nH]c3c2c1
  i	-1.2
- Cc1ccc(C)c2[nH]c(=O)c(CCNC(=O)Cc3cccs3)cc12
  i	-0.53
- COC(=O)c1ccc(NC(=S)N2CCN(C)CC2)cc1
  i	0.84
- Cc1cccc(N2CCN(C(=S)c3ccc([N+](=O)[O-])cc3)CC2)c1
  i	2.5
- Cc1nnc(NC(=O)C(C)Sc2nnc(-c3ccco3)n2C(C)C)s1 (stereo unspecified)
  i	-1.2
- Cn1c(=O)c2c(nc(NCCc3ccccc3)n2Cc2ccc(F)cc2)n(C)c1=O
  i	0.64
- CCn1c(CSc2nc3ccccc3[nH]2)nc2cc(C(=O)O)ccc21
  i	-2.7
- COc1ccc(S(=O)(=O)N2CCC3(CC2)OCCN3S(=O)(=O)c2ccccc2)cc1OC
  i	-1.1
- C/C(CC(=O)Nc1ccccn1)=N\NC(=O)c1ccccc1
  i	-0.31

Entries above marked active in CHT block:
Fields – CHT block	Kir21 block
- CCOC(=O)N1CCN(C(=O)C2CCCN(c3ncnc4c3nc3n4CCCCC3)C2)CC1 (stereo unspecified)
  -9.3*	1.1

(list continues)
Fields – CHT block	Kir21 block
- COC(=O)NCCc1cc(OC)c(OC)cc1S(=O)(=O)N1CC(=O)Nc2ccccc21
  i	-2.3
- CCN1CCN(CC(=O)Nc2cccc(C)c2C)C(=O)C1=O
  i	-0.94
- Cc1ccc(NC(=O)NC2CCCCC2)cc1S(=O)(=O)N1CCOCC1
  i	-0.26
- CCOC(=O)CCCNC(=O)COC(=O)c1cccc(C)c1O
  i	1.8
- O=C1CCC(C(=O)OCC(=O)N2N=C3/C(=C/c4ccccc4)CCCC3C2c2ccccc2)N1 (stereo unspecified)
  i	-0.24
- O=C(CN1C(=O)C(c2ccccc2)Oc2cccnc21)NCc1ccccc1F (stereo unspecified)
  i	0.93
- CN(CC(=O)Nc1ccc(Cl)cc1)CC(=O)Nc1ccc(C(N)=O)cc1
  i	-0.93
- CC(C)c1ccc(CNNC(=O)c2ccccc2)cc1
  i	-0.25
- CCOC(=O)c1c(C)oc2c1c(C(c1cccnc1)N1CCCCC1)c(O)c1ccccc12 (stereo unspecified)
  i	-0.78
- C/C(=N\NC(=O)c1ccccc1)c1nc2ccccc2n1C
  i	0.99
- Cc1oc(-c2cccc(Cl)c2)nc1CS(=O)(=O)CC(=O)NCCN1CCCC1
  i	0.2
- O=c1[nH]c(CSc2ccccc2)nc2c1oc1ccccc12
  i	-0.67
- CN(CC(=O)Nc1ccc(N2CCOCC2)cc1)CC(=O)Nc1ccc(C(F)(F)F)cc1
  i	-0.23
- COc1ccccc1Nc1nc(NCCO)nc(N)c1[N+](=O)[O-]
  i	-0.02
- O=C(c1ccc2c(=O)n(Cc3ccc(Cl)cc3)c(=S)[nH]c2c1)N1CCOCC1
  i	1.6
- CCOC(=O)C1CCN(C(=O)c2cc(S(=O)(=O)N3CCc4ccccc43)ccc2OC)CC1
  i	0.16
- Cc1ccc(S(=O)(=O)N2CCN(C(=O)CN3C(=O)NC4(CCOc5ccccc54)C3=O)CC2)cc1 (stereo unspecified)
  i	1.1
- CCN(C(=O)CN1CCN(c2ccccc2OC)CC1)c1c(N)n(Cc2ccccc2)c(=O)[nH]c1=O
  i	0.04
- Cc1ccc(-c2noc(/C=C/c3ccccc3)n2)cc1
  i	-1.2
- Nc1nonc1-n1nnc(C(=O)N/N=C/c2ccc(OCc3ccccc3)cc2)c1CN1CCCCC1
  i	-0.42
- CCc1nnc(NC(=O)C2CCN(c3nccc(C)n3)CC2)s1
  i	0
- COc1ccccc1C(=O)N/N=C/c1c[nH]c2ccccc12
  i	-1.9
- O=C(COC(=O)CCS(=O)(=O)c1ccccc1)NC(=O)c1ccc(OC(F)F)cc1
  i	0.67
- Cc1cc2c(c(N)n1)c(=O)oc1ccccc12
  i	-0.3
- Cc1ccccc1SCC(=O)Nc1cc(C(F)(F)F)ccc1N1CCOCC1
  i	-1.4
- COc1ccc(CNc2ccc3c(c2)ncn3C)cc1OC
  i	-1.4
- CC(C)Oc1ccc(C(=O)N2CCCC2C(=O)O)cc1 (stereo unspecified)
  i	-0.01
- CCOC(=O)C1CCN(Cc2cnc(Oc3ccc(Cl)cc3C)s2)CC1
  i	0.25
- O=C(Nc1nc(=S)ss1)c1ccc(Cl)cc1Cl
  -9.2*	-2.7
- O=C(CN(CCO)c1ccccc1)Nc1cccc(S(=O)(=O)N2CCCC2)c1
  i	1.6

Fields – CHT block	Kir21 block
- COc1cc(C)c2occ(/C(C)=N\O)c2c1
  i	0.48
- CC(C)C1Oc2ccccc2N(CC(=O)NC2CCCCC2)C1=O (stereo unspecified)
  i	0.85
- Cc1nc(NC(=S)NC(=O)c2ccccc2)sc1C
  i	1.4
- COc1ccccc1/C=C/C(=O)Nc1cccc(C(C)=O)c1
  i	0.44
- O=C(COC(=O)c1ccccc1F)NNC(=O)c1ccccc1
  i	0.32
- CCCCc1ccc(S(=O)(=O)Nc2cc(C)on2)cc1
  i	2.2
- C/C=C\C=C/C(=O)Nc1cccc(C2=NOC3(C2)C[C@@H](C(N)=O)N(C(=O)COc2ccc(Cl)cc2)C3)c1 (stereo partly specified)
  i	1
- O=C(C1COc2ccccc2O1)N1CCN(c2nc3ccccc3s2)CC1 (stereo unspecified)
  i	-0.29
- CCOc1ccc(-c2c(=O)n(OCc3ccccc3Br)c3ccccc3[n+]2[O-])c(OCC)c1
  i	-0.5
- CC(=O)Nc1ccc(OCC(O)CN2CCN(c3cc(Cl)ccc3C)CC2)cc1 (stereo unspecified)
  i	1.7
- Cc1ccc(C)c(NC(=O)CN(C)S(=O)(=O)c2ccc(F)cc2)c1
  i	1.8
- O=C(Nc1ccc(F)cc1F)c1cc2n(n1)C(C(F)(F)F)C1CCCCC1N2 (stereo unspecified)
  i	0.84
- CCC(CC)NC(=O)COC(=O)c1ccc(OCC(=O)Nc2ccccc2OC)c(OC)c1
  i	1.3
- COc1cc(OC)cc(C(=O)NC(=S)Nc2ccc(NC(=O)c3ccco3)cc2)c1
  i	0.99
- O=C(CCc1ccccc1)NNC(=S)NCc1ccc(Cl)cc1
  i	-0.04
- Cc1[nH]c(=O)[nH]c(=O)c1S(=O)(=O)N1CCCC(C(=O)NCc2ccco2)C1 (stereo unspecified)
  i	-0.81
- Cc1cc(C)nc(-n2nc(C)cc2NC(=O)c2cc3ccccc3oc2=O)n1
  i	1.5
- [O-]/C(=C(\C(=S)Nc1ccccc1F)[n+]1ccccc1)c1ccc(-c2ccccc2)cc1
  i	0.16
- COC(=O)CN1C(=O)COc2ccc(S(=O)(=O)N3CCCC3)cc21
  i	-0.31
- O=C(N/N=C1\CCSc2ccc(F)cc21)c1cccnc1
  i	1.3
- NC(=O)CSc1ncnc2c1cnn2Cc1ccccc1
  i	0.03
- CCN(CC)S(=O)(=O)c1csc(C(=O)OCC(=O)c2ccccc2)c1
  i	-0.27
- CCOc1ccc(/C=N/NC(=O)C(O)c2ccccc2)c(O)c1 (stereo unspecified)
  i	-1.1
- CC1CN(C(=O)/C=C/c2ccccc2[N+](=O)[O-])CC(C)O1 (stereo unspecified)
  i	0.51
- CCc1ccc2[nH]c(C(=O)Nc3ccc(Br)c(C)n3)cc2c1
  ·	0.08
- O=C(O)C1CC(O)CN1C(=S)Nc1ccccc1 (stereo unspecified)
  i	-1.2
- O=c1[nH]c(/C(Cl)=C/c2cc(Cl)ccc2O)nc2cc(Cl)ccc12
  i	1.1
- COc1ccc(CC(=O)OCC(=O)NCCc2ccccc2)cc1OC
  i	1.9
- CCc1cccc(C)c1NC(=O)c1cccc(N(C)C)c1
  i	0.73
- Cc1cc2c(NC(=O)CCCC(=O)O)cccc2nn1
  i	-0.01

Fields – CHT block	Kir21 block
- COc1cccc(/C=N/NC(=O)C[n+]2ccccc2)c1O
  i	2.8
- Cc1nc(CCNC(=O)Cc2ccc(Cl)cc2)cs1
  i	-1.4
- CC(C)(C)c1ccc(C(=O)NCCNC(=O)c2ccco2)cc1
  i	0.42
- Cc1cc(C)cc(N(CC(=O)N2CC=C(c3ccccc3)CC2)S(=O)(=O)c2c(C)noc2C)c1
  i	0.17
- Cc1c(C)c2cc(Cl)c(OCC(=O)NCCCn3ccnc3)cc2oc1=O
  i	0.52
- COc1ccc(-c2n[nH]c(=S)n2-c2ccc(C)cc2)cc1OC
  i	0.21
- Cc1ccc2nc(SCc3nc4c(cnn4-c4ccccc4)c(=O)[nH]3)[nH]c2c1
  i	0.72
- COc1ccc(OCC(O)Cn2c(Nc3ccccc3)nc3c2c(=O)n(C)c(=O)n3C)cc1 (stereo unspecified)
  i	0.72
- CCOc1ccccc1NC(=O)CCS(=O)(=O)c1ccc2c(c1)CCN2C(C)=O
  i	0.86
- CCOCCSC1=C(C#N)C(c2cccs2)C(C(C)=O)=C(C)N1 (stereo unspecified)
  i	-0.05
- CC(=O)Nc1ccc(N/C=C/C(=O)c2ccc(C)o2)cc1
  i	-0.76
- C=CCn1c(SCC(=O)N(CCO)CCO)nc2sc3c(c2c1=O)CCC3
  i	0.99
- CCN1/C(=C2\OC(=S)N(C)C2=O)Sc2ccccc21
  i	1.5
- CCOC(=O)c1[nH]c2cc3c(cc2c1NC(=O)CN1CCN(CCO)CC1)OCO3
  i	0.58
- CSc1snc(SCC(N)=O)c1C#N
  i	·
- C=CCNC(=O)c1ccc(N(C)S(=O)(=O)c2ccc(OC)cc2)cc1
  i	-0.35
- CCN(CC)S(=O)(=O)c1ccc2c(c1)nc(SC(C)C(N)=O)n2-c1ccc(OC)cc1 (stereo unspecified)
  i	-0.77
- Cc1cccc(CC(=O)N2CCN=C2SCc2ccc([N+](=O)[O-])cc2)c1
  i	0.05
- CCOC(=O)c1c(NC(=O)Cn2nnc3ccccc32)sc2c1CCC(C)C2 (stereo unspecified)
  i	-1.3
- Cc1c(C(=O)NCCSCc2ccccc2Cl)cccc1[N+](=O)[O-]
  i	-0.1
- Cc1ccc(/C=N/n2nnnc2N)cc1
  i	0.88
- CC(C)(C)NS(=O)(=O)c1ccc(NC(=S)NC(=O)C2CCC2)cc1
  i	0.71
- COc1cc(C(=O)Nc2c(C(=O)O)[nH]c3ccc(Br)cc23)cc(OC)c1OC
  i	-0.02
- CCN(CCn1cccn1)Cc1ccccc1OCC(O)CN1CCc2ccccc2C1 (stereo unspecified)
  i	-0.68
- Cc1ccc(NC(=O)Nc2cccnc2)cc1Cl
  i	-0.02
- O=C(CSc1n[nH]c(-c2ccncc2)n1)Nc1ccccc1
  i	-0.64
- Cc1c(C(=O)N2CCCCC2)c(S(=O)(=O)NCc2ccc(N(C)C)cc2)c(C)n1C
  i	0.67
- CCCc1sc(N)nc1-c1ccc(C)cc1
  i	-2.3
- O=C(NC1CCCCC1)c1cccc(S(=O)(=O)N2CCCCC2)c1
  i	1.1
- CCC(c1nnc(SCC(=O)Nc2cccc(S(N)(=O)=O)c2)n1-c1ccc(OC)cc1)N(C)C (stereo unspecified)
  i	-1.1
